Bioassay records deposited in PubChem by several laboratories.
Redox H2O2 prof – compounds producing H2O2 with reducing agent – biochemical, NIH compound library profiling, artefact control for MLSCN library redox annotation, primary screen. activation, % at 10 µM. DTT-dependent redox cycling H2O2, phenol red/HRP absorbance; 100% = 100 µM peroxide control, 0% = buffer. AID 878. actives 0.03% (n = 200,000);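 active = activation of at least 50% relative to the plate's high and low controls in the primary single-dose screen; inactive = activation below 50%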;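 also: compound incubated with DTT at 0.8 mM final as the reducing agent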
S1P3 antagonist – antagonists of human S1P3 receptor | Q99500 | CHO S1P3 NFAT-BLA reporter, FRET fluorescence, antagonist mode | inhibition, % at 4.98 µM | actives 0.27% (n = 170,000) | AID 485;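 active = inhibition above the plate cutoff, the mean inhibition of test wells on that plate plus 3 SD, cut at about 28% in these data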;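 also: cells challenged with S1P at its EC80 of 0.8 µM; blue over green emission ratio from cleaved BLA substrate after 4 h stimulation; 0% = S1P-stimulated wells and 100% = unstimulated DMSO-only wells; some compounds past the cut are filed as inactive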
PPARg SRC-2 ag – agonists of SRC-2 recruitment by human PPARgamma | P37231 | PPARgamma LBD-SRC-2 recruitment, biochemical | activation, % at 8 µM | actives 0.34% (n = 200,000); in the data active = activation above about 22%;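 also: 0% = vehicle and 100% = reference agonist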
bIAP act – increases bovine intestinal alkaline phosphatase activity; activation factor at 20 µM; purified bovine IAP, CDP-star luminescence, 30 min; active compounds read high; fold of DMSO-control signal, blank-subtracted; AID 1016; actives 0.17% (n = 200,000);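 active = activation factor of 2 or more at 20 µM, a signal rise over negative controls twice the positive control's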
bIAP inh – intestinal alkaline phosphatase (bovine) inhibition. purified bovine IAP, CDP-star luminescence, 30 min. inhibition, % at 20 µM. 190,000 tested, under 10 active;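 active = over 50% inhibition of intestinal alkaline phosphatase at 20 µM in the single-dose screen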
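test system = bovine IAP enzyme | medium = DEA buffer 100 mM, pH 9.8, with MgCl2 1.0 mM, ZnCl2 0.02 mM | detection = luminescence | dosing = single compound dose of 20 µM, 2% DMSO final | incubation = 30 min reaction at room temperature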
Lmaj promast – Leishmania major promastigote growth inhibition. actives 9% (n = 200,000). Leishmania major promastigotes, resazurin fluorescence viability. inhibition, % at 10 µM; in the data active = inhibition above about 50%;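 also: promastigotes grown with compound for 44 hours at 28 °C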
TR-FRET SRC-2 ct – TR-FRET artefact, counter-screen to PPARgamma/SRC-2 agonist assay. active compounds read high. TR-FRET ratio at 8 µM. actives 0.4% (n = 200,000). AID 1049; in the data active = TR-FRET ratio above about 2000; also: inactives centre near 1500
ROMK primary – modulators of human ROMK potassium channel | B-score at 10 µM | Tet-inducible ROMK, thallium flux fluorescence; actives lie on both sides | actives 2% (n = 130,000) | P48048;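 active = signal ratio slope over the read window, or its plate-corrected B-score, at least 3 SD from the plate mean, either direction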;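 also: B-score of the F/F0 ratio slope over 7 to 12 s after thallium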
TLR4 MyD88 comp – inhibitors of human TLR4-MyD88 binding. HeLa CL3-4 TLR4/MyD88 BLA complementation, FRET ratio. actives 0.18% (n = 200,000). O00206+Q99836. inhibition, % at 8.4 µM; in the data active = inhibition above about 25%;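 also: 0% = vehicle and 100% = reference inhibitor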
Target sequence (O00206 whole entry, looked up): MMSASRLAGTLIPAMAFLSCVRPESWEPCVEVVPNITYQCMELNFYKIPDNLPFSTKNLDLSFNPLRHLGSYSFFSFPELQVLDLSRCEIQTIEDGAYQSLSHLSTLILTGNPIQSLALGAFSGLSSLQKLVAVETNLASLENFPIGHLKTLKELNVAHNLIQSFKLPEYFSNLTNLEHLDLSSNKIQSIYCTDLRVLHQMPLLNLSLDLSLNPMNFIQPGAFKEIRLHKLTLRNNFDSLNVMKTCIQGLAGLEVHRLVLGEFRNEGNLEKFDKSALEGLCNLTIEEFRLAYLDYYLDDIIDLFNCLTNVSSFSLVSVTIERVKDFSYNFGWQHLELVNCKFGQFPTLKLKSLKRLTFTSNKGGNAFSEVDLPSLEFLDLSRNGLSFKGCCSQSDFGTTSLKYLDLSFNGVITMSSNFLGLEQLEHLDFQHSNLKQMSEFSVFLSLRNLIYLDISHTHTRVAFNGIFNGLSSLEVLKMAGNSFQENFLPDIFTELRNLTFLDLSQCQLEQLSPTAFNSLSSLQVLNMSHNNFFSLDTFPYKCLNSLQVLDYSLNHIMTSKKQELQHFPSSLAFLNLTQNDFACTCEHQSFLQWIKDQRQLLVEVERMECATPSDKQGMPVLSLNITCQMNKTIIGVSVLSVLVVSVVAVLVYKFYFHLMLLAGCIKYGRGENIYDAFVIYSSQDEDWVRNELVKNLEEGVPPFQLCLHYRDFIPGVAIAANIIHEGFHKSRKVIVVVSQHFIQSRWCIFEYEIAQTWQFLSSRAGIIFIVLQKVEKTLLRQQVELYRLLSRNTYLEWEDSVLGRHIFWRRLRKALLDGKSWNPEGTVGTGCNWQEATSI
Target sequence (Q99836 whole entry, looked up): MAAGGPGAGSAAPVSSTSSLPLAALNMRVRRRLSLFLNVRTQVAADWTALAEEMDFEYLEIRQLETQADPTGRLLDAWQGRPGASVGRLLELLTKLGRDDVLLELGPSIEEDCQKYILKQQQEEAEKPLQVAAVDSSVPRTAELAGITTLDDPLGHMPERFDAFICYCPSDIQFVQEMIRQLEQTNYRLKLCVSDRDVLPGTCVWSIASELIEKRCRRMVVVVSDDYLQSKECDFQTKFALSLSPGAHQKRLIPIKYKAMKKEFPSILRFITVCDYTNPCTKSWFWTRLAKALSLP
PPARg SRC1 recr – agonists of human PPARgamma SRC-1 coactivator recruitment; activation, % at 8 µM; actives 0.41% (n = 200,000); PPARgamma-SRC-1 coactivator recruitment biochemical assay; in the data active = activation above about 19%;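 also: 0% = DMSO and 100% = reference agonist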
PPARg SRC3 recr – promotes SRC-3 coactivator recruitment by human PPARgamma. biochemical PPARgamma/SRC-3 coactivator recruitment assay. activation, % at 8 µM. actives 0.26% (n = 200,000). AID 731; in the data active = activation above about 23%;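 also: 0% = DMSO and 100% = reference agonist; some compounds past the cut are filed as inactive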
* = called active by the depositor; . = no result given.

| item | structure | Redox H2O2 prof | TLR4 MyD88 comp | S1P3 antagonist | Lmaj promast | bIAP inh | PPARg SRC3 recr | bIAP act | TR-FRET SRC-2 ct | PPARg SRC-2 ag | ROMK primary | PPARg SRC1 recr |
| --- | --- | --- | --- | --- | --- | --- | --- | --- | --- | --- | --- | --- |
| 1 | Cc1cccc2cc(CN(Cc3cccs3)Cc3nnnn3Cc3ccccc3)c(=O)[nH]c12 | -1.1 | -5 | -5 | 40 | 2 | 12 | 1 | 1401 | 10 | -0.96 | 0 |
| 2 | O=S(=O)(NCC(c1cccnc1)N1CCOCC1)c1ccccc1 (stereo not drawn) | 0.4 | 13 | -23 | -2 | 6 | 8 | 0.9 | 1716 | 5 | . | 7 |
| 3 | NC(=O)CCC1NC(=S)N(Cc2ccccc2)C1=O (stereo not drawn) | 0.3 | 2 | -20 | -9 | 0 | 1 | 1 | 1563 | 6 | 0.66 | -1 |
| 4 | CC/C(=N\NC(=O)CSCc1ccc(Cl)cc1)c1ccc2c(c1)OCCO2 | -4.8 | -6 | . | -8 | 14 | -2 | 0.9 | 1479 | 6 | -0.35 | 2 |
| 5 | c1ccc(-c2cc(-c3ccncc3)nc3ccc4ccccc4c23)cc1 | 0.3 | 8 | 4 | 14 | 24 | 0 | 0.8 | 1414 | -1 | 0.011 | -5 |
| 6 | COC(=O)c1ccc(N2CCC(C)CC2)c(N)c1 | -0.8 | -8 | . | -8 | 3 | 17 | 1 | 1724 | 15 | -0.3 | 5 |
| 7 | Cc1ccc(NC(=O)CN(C)Cc2ccc(Cl)cc2)cc1 | 0.4 | -22 | 5 | 0 | 10 | -2 | 0.9 | 1398 | 1 | -1.4 | 2 |
| 8 | Cc1sc2ncnc(OCC(=O)c3ccc(S(=O)(=O)N4CCCC4)cc3)c2c1C | 0.0 | 7 | -19 | 30 | -2 | 2 | 1 | 1619 | 5 | -0.57 | 5 |
| 9 | CC(=O)c1ccc(N2CCN(C(=O)c3ccc4c(Cl)c5c(nc4c3)CCCC5)CC2)cc1 | 0.3 | -6 | -4 | 12 | 6 | 4 | 0.9 | 1460 | 8 | . | 2 |
| 10 | O=C(COC(=O)CSc1ccc2ccccc2c1Br)NC1CC1 | -1.6 | 4 | -11 | -5 | -27 | 9 | 1.3 | 1802 | 9 | -0.16 | 15 |
| 11 | CCOc1ncccc1C(=O)OCC(=O)Nc1cccc(S(N)(=O)=O)c1 | -0.4 | -1 | -14 | -5 | 6 | 2 | 0.9 | 1648 | -1 | -0.29 | 12 |
| 12 | CC(C)(C)c1cc(=O)n(-c2ccccc2)[nH]1 | -0.7 | 0 | -9 | -3 | -2 | 11 | 1 | 1483 | 5 | -0.13 | 8 |
| 13 | O=C(NCc1ccco1)[C@@H]1CSC2c3ccccc3C(=O)N21 (stereo partly drawn) | 0.8 | 1 | -8 | -7 | -4 | 6 | 1 | 1806 | 7 | . | 9 |
| 14 | CN1C2CCC1/C(=C/c1cccn1C)C(=O)/C2=C\c1cccn1C | -0.4 | -1 | -3 | 20 | -54 | 8 | 1.5 | 1624 | 9 | . | 7 |
| 15 | Cc1cc(C)n(-c2nc3c(c(=O)[nH]c(=O)n3C)n2CC(O)COc2ccccc2C)n1 (stereo not drawn) | 2.4 | -3 | -15 | 1 | -14 | 2 | 1.1 | 1417 | 6 | -0.74 | 5 |
| 16 | Cc1ccc(S(=O)(=O)N2CCC(=O)N(CCOCc3ccccc3C)CC2)cc1 | 0.3 | -19 | -6 | 2 | 32 | 2 | 0.7 | 1457 | 2 | 1.3 | -1 |
| 17 | O=C1c2oc3ccc(F)cc3c(=O)c2C(c2ccc(F)cc2)N1CCCN1CCOCC1 (stereo not drawn) | -1.2 | -4 | -10 | -4 | . | 8 | . | 1667 | 2 | . | 8 |
| 18 | COc1ccc2cc3cc(C(=O)NCC4CCCO4)oc3nc2c1 (stereo not drawn) | 3.2 | -1 | 0 | 79* | 4 | -3 | 1 | 1419 | 5 | . | -3 |
| 19 | Cc1nn(C)c(C)c1S(=O)(=O)NCc1cccs1 | -0.1 | -4 | 8 | -3 | 3 | 13 | 1 | 1766 | 12 | . | 11 |
| 20 | CCOc1cc(N2CCOCC2)c(OCC)cc1NC(=O)c1ccccc1C | -0.4 | 2 | 0 | 3 | -2 | 0 | 1 | 1591 | 1 | -0.58 | 1 |
| 21 | CC(NS(=O)(=O)c1cccc(Cl)c1)C(=O)N(C)C1CCN(C)CC1 (stereo not drawn) | -0.7 | -5 | 6 | -1 | -2 | 2 | 1 | 1811 | 9 | -0.27 | -2 |
| 22 | COc1ccc(S(=O)(=O)N2CCN(Cc3cccc(Cl)c3)CC2)cc1 | -2.1 | -2 | 27 | 1 | 13 | -4 | 0.9 | 1569 | 4 | -1.8 | 0 |
| 23 | CCOC(=O)c1c(C)[nH]c(C(=O)COC(=O)CCC2CCCC2)c1C | 0.4 | -8 | . | -1 | 4 | -8 | 1 | 1390 | 1 | -0.1 | -2 |
| 24 | COc1ccccc1N(CC(=O)NC(C)(C)C)C(=O)Cn1nnc(-c2ccc(C)o2)n1 | -2.0 | -6 | 7 | -1 | -10 | -2 | 1.1 | 1581 | 8 | . | 5 |
| 25 | CC1CN(c2ccc(S(=O)(=O)N3CCOCC3)cn2)CC(C)O1 (stereo not drawn) | 0.4 | -6 | . | -4 | 0 | -3 | 1 | 1641 | 9 | . | 7 |
| 26 | Brc1cccc(Cn2c(-c3cncs3)nc3ccccc32)c1 | 2.8 | 2 | . | 9 | 21 | 3 | 0.8 | 1670 | 5 | -1 | 2 |
| 27 | NCCOc1cnn(-c2ccccc2Cl)c(=O)c1Cl | -0.4 | -12 | -13 | 7 | 19 | -4 | 0.8 | 1432 | -3 | -0.48 | -4 |
| 28 | COc1ccccc1C1(CC(=O)N2CCOCC2)CCOC(C(C)C)C1 (stereo not drawn) | 0.1 | 3 | . | 0 | -1 | 0 | 1 | 1628 | 3 | -0.097 | 2 |
| 29 | O=C(CCCN=C1NS(=O)(=O)c2ccccc21)OCc1cc([N+](=O)[O-])cc2c1OCOC2 | -3.1 | 15 | -18 | 0 | 9 | 0 | 0.9 | 1439 | -4 | 0.56 | -6 |
| 30 | COc1c(N2CCN(C(=S)NCc3ccccc3)C(C)C2)c(F)cc2c(=O)c(C(=O)O)cn(C3CC3)c12 (stereo not drawn) | -8.1 | 8 | . | 9 | -13 | -2 | 1.1 | 1451 | 2 | . | 4 |
| 31 | c1ccc(CCNc2nc(-c3cccnc3)cs2)cc1 | 1.6 | -6 | . | 13 | 32 | -1 | 0.7 | 1574 | -1 | . | 8 |
| 32 | O=C(C[n+]1ccc(C(=O)N/N=C/c2ccc(O)cc2)cc1)c1ccccc1 | 1.3 | -2 | . | -3 | . | 4 | 0.4 | 1688 | 15 | -0.64 | 4 |
| 33 | Cc1cc(=O)oc(C)c1C(=O)N1CCN(C)CC1 | -0.9 | -19 | . | -4 | 3 | 2 | 1 | 1502 | -3 | -1.2 | -6 |
| 34 | CCN(CC)CCOC(=O)c1ccc(NC(=O)CNC(=O)c2ccccc2)cc1 | 0.1 | -16 | -13 | 0 | 21 | -4 | 0.8 | 1505 | -2 | -0.16 | -3 |
| 35 | CC(=O)c1cc2c(cc1NS(=O)(=O)c1ccc(C)cc1)OCCO2 | -0.3 | 6 | 17 | 4 | 11 | 5 | 0.9 | 1508 | -4 | 1.7 | -1 |
| 36 | COc1ccccc1C1C(C(N)=O)=C(C)Nc2nc(-c3ccccc3Cl)nn21 (stereo not drawn) | -2.0 | 2 | -18 | -5 | -2 | 9 | 1 | 1429 | -7 | . | 9 |
| 37 | Cc1onc(-c2ccccc2Cl)c1C(=O)Nc1nnc(Cc2ccc(Cl)cc2)s1 | -2.0 | -9 | . | 10 | 4 | -1 | 1 | 1519 | 5 | . | 7 |
| 38 | O=C(CSc1nc2ccsc2c(=O)n1NC(=O)c1ccccc1)Nc1nccs1 | 2.3 | -9 | . | -6 | 2 | -4 | 1 | 1634 | 8 | . | 3 |
| 39 | COC(=O)c1ccc(N2NC(=O)/C(=C/c3ccc(-c4ccc(Cl)c(C(=O)O)c4)o3)C2=O)cc1 | -1.2 | 6 | 6 | -12 | 21 | 5 | 0.8 | 1614 | 5 | 0.72 | -1 |
| 40 | c1coc(CNC2CCCCC2)c1 | 0.5 | -6 | . | -4 | -1 | 13 | 1 | 1556 | 6 | 1.1 | 0 |
| 41 | O=C(NCC1OCCCN1S(=O)(=O)c1cc(F)ccc1F)C(=O)NC1CCCCC1 (stereo not drawn) | -0.1 | -4 | 3 | -4 | -17 | 1 | 1.2 | 1521 | 3 | 0.032 | 5 |
| 42 | Cc1cccc(-n2c(=O)c(C#N)cc3c(=O)n4ccccc4nc32)c1 | 0.2 | -32 | . | 6 | -11 | -6 | 1.1 | 1362 | -6 | -0.46 | 6 |
| 43 | CCSc1nc2cc(OC)c(OC)cc2c(=O)n1CC | 0.8 | -5 | 9 | 5 | -9 | 2 | 1.1 | 1685 | 0 | . | 2 |
| 44 | CCOC(=O)N1CCC(NC(=O)c2ccc3c(c2)N(CC)CCS3)CC1 | -0.4 | -8 | -25 | -2 | . | 12 | . | 1559 | 17 | . | 7 |
| 45 | Cc1ccccc1Nc1nnc(SCC(=O)NC(=O)NCc2ccco2)s1 | -2.2 | -6 | . | -6 | 6 | 0 | 0.9 | 1627 | 2 | . | 0 |
| 46 | O=C(Cn1cc2c(n1)CCCCC2)NC1CCN(Cc2ccccc2)CC1 | -2.4 | . | -5 | 83* | -4 | . | 1 | . | . | . | . |
| 47 | Cc1nn(Cc2cccc(C(=O)Nc3ccn(Cc4c(F)c(F)cc(F)c4F)n3)c2)c(C)c1[N+](=O)[O-] | 0.0 | -11 | . | 14 | 5 | 8 | 1 | 1551 | 7 | -0.77 | 2 |
| 48 | COc1cc2c(cc1OC)C(=O)NCC(C)(C)O2 | -0.3 | 4 | -5 | -7 | 11 | 3 | 0.9 | 1558 | -4 | 0.17 | 9 |

Among those listed so far, these contain a furan ring, fused or not:
| item | structure | Redox H2O2 prof | TLR4 MyD88 comp | S1P3 antagonist | Lmaj promast | bIAP inh | PPARg SRC3 recr | bIAP act | TR-FRET SRC-2 ct | PPARg SRC-2 ag | ROMK primary | PPARg SRC1 recr |
| --- | --- | --- | --- | --- | --- | --- | --- | --- | --- | --- | --- | --- |
| 13 | O=C(NCc1ccco1)[C@@H]1CSC2c3ccccc3C(=O)N21 (stereo partly drawn) | 0.8 | 1 | -8 | -7 | -4 | 6 | 1 | 1806 | 7 | . | 9 |
| 18 | COc1ccc2cc3cc(C(=O)NCC4CCCO4)oc3nc2c1 (stereo not drawn) | 3.2 | -1 | 0 | 79* | 4 | -3 | 1 | 1419 | 5 | . | -3 |
| 24 | COc1ccccc1N(CC(=O)NC(C)(C)C)C(=O)Cn1nnc(-c2ccc(C)o2)n1 | -2.0 | -6 | 7 | -1 | -10 | -2 | 1.1 | 1581 | 8 | . | 5 |
| 39 | COC(=O)c1ccc(N2NC(=O)/C(=C/c3ccc(-c4ccc(Cl)c(C(=O)O)c4)o3)C2=O)cc1 | -1.2 | 6 | 6 | -12 | 21 | 5 | 0.8 | 1614 | 5 | 0.72 | -1 |
| 40 | c1coc(CNC2CCCCC2)c1 | 0.5 | -6 | . | -4 | -1 | 13 | 1 | 1556 | 6 | 1.1 | 0 |
| 45 | Cc1ccccc1Nc1nnc(SCC(=O)NC(=O)NCc2ccco2)s1 | -2.2 | -6 | . | -6 | 6 | 0 | 0.9 | 1627 | 2 | . | 0 |
